APOBEC3G inh: APOBEC3G DNA deaminase inhibitors, primary screen, biochemical, fluorescence, single-stranded DNA substrate, uHTS | inhibition, % at 20 µM | DNA dC->dU-editing enzyme APOBEC-3G (Homo sapiens), Q9HC16 | recombinant A3G, ssDNA deamination FAM/TAMRA fluorescence | 0.28% of 330,000 active | AID 493012, 2011;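 active means inhibition of at least 40% at 20 µM, with no more than 30% in the related APOBEC3A deaminase screen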;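 further: plate controls were DMSO wells with A3G for no effect and wells lacking A3G enzyme for full effect; some compounds called inactive have numbers as strong as hits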
hIAP activ: human IAP activators, primary screen, biochemical, luminescence, uHTS. purified human IAP, CDP-Star luminescence, 30 min; active compounds read high; 1 = vehicle-only enzyme, 0 = enzyme-free background. Intestinal-type alkaline phosphatase (Homo sapiens), P09923. AID 2524, 2010. 0.16% of 330,000 active. activation factor at 10 µM;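 active means activation factor of the enzyme at least 2-fold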; further: the source names both 10 and 20 µM as test concentration; values of inactives mirror those of a sister screen read the other way
Target sequence (P09923 whole entry, looked up): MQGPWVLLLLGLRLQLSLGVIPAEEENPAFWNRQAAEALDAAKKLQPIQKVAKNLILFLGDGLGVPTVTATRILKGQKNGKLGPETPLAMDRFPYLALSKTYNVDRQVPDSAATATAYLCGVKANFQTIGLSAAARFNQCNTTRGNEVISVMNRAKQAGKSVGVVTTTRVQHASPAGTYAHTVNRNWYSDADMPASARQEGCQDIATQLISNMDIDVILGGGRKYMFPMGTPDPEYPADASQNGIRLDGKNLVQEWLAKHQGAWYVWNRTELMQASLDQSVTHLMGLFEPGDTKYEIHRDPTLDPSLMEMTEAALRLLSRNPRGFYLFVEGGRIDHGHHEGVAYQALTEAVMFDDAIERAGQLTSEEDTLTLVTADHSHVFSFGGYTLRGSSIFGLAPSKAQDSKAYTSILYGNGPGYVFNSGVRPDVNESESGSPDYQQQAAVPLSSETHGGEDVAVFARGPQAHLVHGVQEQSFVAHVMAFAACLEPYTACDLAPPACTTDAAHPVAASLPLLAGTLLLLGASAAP
SENP1 inh: human SENP1 catalytic domain inhibitors, primary screen, biochemical, FRET, uHTS. Sentrin-specific protease 1 (Homo sapiens), Q9P0U3. recombinant SENP1 catalytic domain, CyPet-SUMO1-YPet FRET cleavage. inhibition, % at 10 µM. 0.21% of 360,000 active;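 active means inhibition at least 30% at 10 µM, raw YFP signal under a set limit, fluorescence ratio 0.5 to 1.5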;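 further: 0% = enzyme with DMSO and 100% = no enzyme wells; some results filed as inactive read as strong as hits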
Target sequence (Q9P0U3 419-644 limits assumed): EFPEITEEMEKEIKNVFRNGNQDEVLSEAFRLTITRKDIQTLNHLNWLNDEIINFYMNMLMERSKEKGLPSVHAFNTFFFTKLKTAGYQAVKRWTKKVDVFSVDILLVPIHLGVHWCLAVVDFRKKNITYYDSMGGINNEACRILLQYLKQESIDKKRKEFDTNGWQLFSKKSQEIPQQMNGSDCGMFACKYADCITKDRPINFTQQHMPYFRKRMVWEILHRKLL
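Controls: no-enzyme wells low, DMSO-plus-enzyme wells high control. Test system: human recombinant His6-tagged SENP1 catalytic domain enzyme. Reagent: SFCypet-SUMO1-SFYpet FRET protein substrate, 25 nM final. Doses: one dose per compound, 10 µM, 0.5% DMSO. Detection: FRET, CFP and YFP emission. Timing: 50 min reaction at room temperature.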
MIN6 prolif: inducers of MIN6 beta-cell proliferation, primary screen, ATP luminescence, uHTS. MIN6 cells proliferation, ATPlite luminescence, 48 h; cells starved in 0.2% serum; 100% = growth in 10% serum. proliferation, % at 10 µM. 0.29% of 330,000 active;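 active means compounds whose signal lies at least 3.5 SD above the mean of all wells on their plate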;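 further: 0% = DMSO-treated cells in low-serum medium and 100% = 10% serum control; some compounds called inactive have numbers as strong as hits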
NALP3 yeast inh: NALP3 inflammasome inhibitors in reconstituted yeast, primary screen, luminescence, uHTS; Yeast reconstituted NLRP3/ASC/caspase-1, beta-gal luminescence, 24 h; AID 2825, 2010; inhibition, % at 10 µM; 0.39% of 330,000 active;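 active means inhibition of 50% or more; inactive means inhibition below 50%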;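 further: plate controls were induced DMSO wells for no effect and uninduced yeast grown without galactose for full effect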
A3A deaminase: APOBEC3A ssDNA deaminase inhibitors, primary screen, selectivity assay for APOBEC3G inhibitor project, biochemical, FAM/TAMRA oligo cleavage fluorescence; DNA dC->dU-editing enzyme APOBEC-3A (Homo sapiens), P31941; recombinant A3A, FAM/TAMRA ssDNA deamination fluorescence; inhibition, % at 20 µM; 0.41% of 330,000 active; AID 493011, 2011;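 active means at least 40% inhibition at 20 µM here, with at most 30% in a related deaminase screen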;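 further: plate controls were A3A with DMSO for no effect and wells lacking A3A enzyme for full effect; some results filed as inactive read as strong as hits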
Target sequence (P31941 whole entry, looked up): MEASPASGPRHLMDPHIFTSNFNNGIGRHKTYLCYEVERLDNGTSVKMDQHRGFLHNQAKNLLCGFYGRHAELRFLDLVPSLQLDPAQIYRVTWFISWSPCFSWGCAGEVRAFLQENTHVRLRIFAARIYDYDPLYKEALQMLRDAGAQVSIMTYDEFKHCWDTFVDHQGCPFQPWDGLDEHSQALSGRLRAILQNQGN
hIAP block: human IAP inhibitors, primary screen, biochemical, luminescence, uHTS; purified IAP, CDP-Star luminescence, 30 min; inhibition, % at 10 µM; 0.12% of 330,000 active;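 active means inhibition reaching a set limit with compound at 10 µM in the primary screen, cut at about 35% in these data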;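 further: plate controls were DMSO wells with enzyme for no effect and no-enzyme buffer wells for full effect; values of inactives mirror those of a sister screen read the other way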
mIAP inh: inhibitors of mouse IAP, primary screen, biochemical, luminescence, uHTS. 0.2% of 330,000 active. purified mouse IAP, CDP-Star luminescence, 30 min. intestinal alkaline phosphatase [Mus musculus]. inhibition, % at 10 µM. AID 2806, 2010;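 active means inhibition of at least 40% at 10 µM in the primary screen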;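 further: plate controls were DMSO with enzyme for no effect and no enzyme wells for full effect; values of inactives mirror those of a sister screen read the other way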
mIAP activ: activators of mouse IAP, primary screen, biochemical, luminescence, uHTS | intestinal alkaline phosphatase [Mus musculus] | muIAP, CDP-Star luminescence, 30 min; active compounds read high; 1 = vehicle-only enzyme signal, 0 = enzyme-free wells | activation factor at 10 µM | 0.24% of 330,000 active | AID 2805, 2010;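 active means activation factor of at least 2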; further: the source names both 10 and 20 µM as test concentration; values of inactives mirror those of a sister screen read the other way
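Assay system: mouse IAP enzyme; reagent: chemiluminescent substrate CDP-Star; dosing: test compounds delivered from DMSO solution; schedule: 30 min at room temperature; measured by: luminescence from enzymatic CDP-Star hydrolysis; controls: DMSO-only wells and no-enzyme negative control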
Numbers without * were called inactive; · = no result given. The list is partial; count on the stated rates, not on these rows.

SMILES	APOBEC3G inh	hIAP activ	SENP1 inh	MIN6 prolif	NALP3 yeast inh	A3A deaminase	hIAP block	mIAP inh	mIAP activ
COCCn1c(C(C)C)nc2ccccc21	-1	0.86	3	-3	13	8	14	4	0.96
O=C(Cc1c(F)cccc1Cl)Nc1ncc([N+](=O)[O-])s1	-11	0.79	-14	-2	15	0	21	0	1
O=[N+]([O-])c1cccc(S(=O)(=O)Nc2ccc(S(=O)(=O)N3CCCC3)cc2)c1	-8	1.1	2	-5	13	-4	-8	6	0.94
COc1ccc(N2CSC3=C(C#N)C(c4cc(OC)ccc4OC)CC(=O)N3C2)c(OC)c1 (configuration not stated)	32	1	-91	2	12	1	-2	20	0.8
CCN(CC(=O)Nc1ccc2c(c1)OCCO2)C(=O)/C=C/c1cccc(C(F)(F)F)c1	-2	0.96	0	0	22	1	4	10	0.91
COc1cc(NC(=O)CN(C)C2CCCCC2)c(C)cc1[N+](=O)[O-]	-2	0.96	4	4	6	1	4	3	0.97
Cc1ccc(-c2csc3nc4cc(C(N)=O)ccc4c(=O)n23)cc1	-13	0.95	-43	-5	12	-2	5	-1	1
CCCNC(=O)c1ccccc1SCc1c(C)noc1C	-10	0.96	1	-2	14	-2	4	4	0.95
CCOCCCNC(=O)c1c[nH]c2ccc(S(=O)(=O)Nc3cccc(OC)c3)cc2c1=O	-9	1	-2	-2	-1	2	0	-4	1
O=S(=O)(NC(=NC1CCCCC1)c1ccccc1)c1ccc(F)cc1	14	0.86	2	4	15	2	14	-10	1.1
O=C(CN1C(=O)c2ccccc2S1(=O)=O)NCc1ccc(F)cc1	-3	1.1	0	2	7	1	-5	-1	1
N#CCc1ccc(C(=O)c2ccccc2F)s1	-4	0.81	0	1	13	-2	19	22	0.78
C[n+]1c2n(c3ccccc31)N=C(c1cc(C(C)(C)C)c(O)c(C(C)(C)C)c1)CS2	-4	0.87	3	-5	11	1	13	13	0.87
C#CCN1N=C(c2ccc(C)cc2)CSC1=O	0	0.99	3	-1	16	2	1	-3	1
CCOC(=O)N1CCC(NC(=O)c2ccc(CS(=O)c3cccc(C)c3)o2)CC1 (configuration not stated)	-7	0.97	0	6	17	-5	3	-1	1
COc1ccc2cc(-c3[nH]ncc3CN3CCCN(c4ccccc4)CC3)ccc2c1	-1	0.99	-4	-6	5	-3	1	6	0.94
CC(C)c1ccc(S(=O)(=O)N2CCN(CC(=O)c3ccc(O)c(O)c3)CC2)cc1	-4	1.2	-4	-3	7	-9	-16	28	0.72
CC(C)CNC(=O)c1ccccc1NC(=O)CN(c1ccc2c(c1)OCCO2)S(C)(=O)=O	-1	1.1	1	-3	5	-1	-6	11	0.89
Cc1ccc(-n2ncc3c(=O)n(CC(=O)NC4CCCC4)cnc32)cc1C	-6	0.98	1	3	5	-2	2	-6	1.1
Cc1ccc(C)c(OCC(=O)N2CCOCC2)c1	0	0.91	0	0	3	-1	9	-4	1
CN1c2ccccc2Oc2c(c(=O)n(C)c(=O)n2C)C1c1cccc([N+](=O)[O-])c1 (configuration not stated)	1	0.91	4	0	3	1	9	3	0.97
CCn1nc(C)c(CNC(=O)C2CCC(=O)N(Cc3cccc(F)c3)C2)c1C (configuration not stated)	-2	1.1	1	-2	9	3	-14	-2	1
Nc1nc(SCc2ccccc2)c2[nH]cnc2n1	-8	1.2	1	1	27	-2	-25	2	0.98
O=S(=O)(NCC(c1cccnc1)N1CCOCC1)c1ccc(Cl)cc1 (configuration not stated)	-6	1.2	1	0	-7	-2	-18	6	0.94

3 entries from above in another layout.
structure | APOBEC3G inh | hIAP activ | SENP1 inh | MIN6 prolif | NALP3 yeast inh | A3A deaminase | hIAP block | mIAP inh | mIAP activ
CCn1nc(C)c(CNC(=O)C2CCC(=O)N(Cc3cccc(F)c3)C2)c1C (configuration not stated) | -2 | 1.1 | 1 | -2 | 9 | 3 | -14 | -2 | 1
Nc1nc(SCc2ccccc2)c2[nH]cnc2n1 | -8 | 1.2 | 1 | 1 | 27 | -2 | -25 | 2 | 0.98
O=S(=O)(NCC(c1cccnc1)N1CCOCC1)c1ccc(Cl)cc1 (configuration not stated) | -6 | 1.2 | 1 | 0 | -7 | -2 | -18 | 6 | 0.94

(continued)
SMILES	APOBEC3G inh	hIAP activ	SENP1 inh	MIN6 prolif	NALP3 yeast inh	A3A deaminase	hIAP block	mIAP inh	mIAP activ
Cc1ccccc1-c1nc(S(=O)(=O)c2ccccc2)c(NCCCN2CCOCC2)o1	-7	0.89	-1	1	16	-1	11	-2	1
COc1ccccc1NC(=O)CCc1nc(-c2cccs2)no1	-3	1	-1	0	13	0	0	1	0.99
CC(=O)c1c(C)[nH]c(C(=O)OCC(=O)Nc2sc3c(c2C#N)CCCC3)c1C	-4	1.6	-20	-6	9	-3	-56	18	0.82
CN(C)c1ccc(CN(C(=O)COc2ccc(Br)cc2)C2CCS(=O)(=O)C2)cc1 (configuration not stated)	-4	1.1	-2	0	7	-5	-9	-2	1
N/C(=N\OC(=O)c1ccc2c(c1)OCO2)c1cccnc1	-7	0.86	2	-6	-11	-5	14	-4	1
CN1C(=O)N(C)c2ccc(Br)c3cccc1c23	-3	1	0	8.6*	9	0	-4	5	0.95
Cc1cc(NC(=O)C2CC(c3ccc(Cl)cc3)=NO2)no1 (configuration not stated)	1	0.97	-1	-1	17	11	2	4	0.96
Cc1[nH]c2ccccc2c1/C=N/Nc1cccc(C(=O)O)c1	2	1.1	-22	-1	17	10	-8	-4	1
CN(CCOC(=O)CN1C(=O)c2ccccc2C1=O)C1=NS(=O)(=O)c2ccccc21	-9	1	·	-1	25	1	-1	-12	1.1
O=C(Cc1cccc2ccccc12)Nc1nc2ccccc2[nH]1	3	1.4	-3	1	19	3	-39	2	0.98
CC(C)COc1ccc(-c2nnn(CC(=O)N3CCCC3)n2)cc1	0	1	1	1	3	2	-2	1	0.99
O=C1CC(N2CCCCCC2)C(=O)N1c1ccc(F)cc1 (configuration not stated)	-9	1	1	3	-7	-6	-4	3	0.97
Cc1cccc(NC(=O)c2ccc(NC(=O)c3ccccc3Br)cc2)c1	-8	0.97	1	-5	1	-8	3	0	1
CCOc1cccc(C(=O)Nc2cccc(-c3nnc(-c4ccccc4)o3)c2)c1	-8	1	-4	-4	5	-5	0	3	0.97
CN(C)c1ccc(C(=O)OCC(=O)NC2CCCCCC2)cc1	-15	1.2	2	4	11	-8	-22	-2	1
Cc1ccc(NCC(=O)N/N=C/c2ccc(OC(=O)c3ccco3)cc2)cc1	-6	0.97	0	-2	7	1	3	10	0.9
O=C(COC(=O)c1ccco1)NCc1ccccc1Cl	-5	0.98	4	-1	4	-10	2	-20	1.2
CCOc1ccc(CNS(=O)(=O)c2ccc3c(c2)CC(=O)N3C)cc1	-5	1	3	1	-5	-2	-2	2	0.98
O=C(N/N=C/c1cn(-c2cccs2)nc1-c1ccccc1)c1ccccc1Br	-8	0.95	2	-6	13	-2	5	1	0.99
COc1cccc(NC(=O)Nc2nc(SC(C)(C)C)ns2)c1	-3	1.3	0	-4	42	0	-32	-6	1.1
NC(=O)COC(=O)c1c2c(nc3ccccc13)CCC2	9	1	-20	2	1	11	0	-5	1.1
Cc1ccc(-n2nc(C)c(C3(O)C(=O)N(C(C)C)c4ccccc43)c2N)cc1 (configuration not stated)	-11	0.91	2	-3	-17	-5	9	14	0.86
CCOC(=O)C1(Cc2cccc(OC)c2)CCN(Cc2cnc(SC)nc2)CC1	0	0.93	-14	2	25	5	7	4	0.96
CC(C)NC(=O)CSc1nnc(-c2ccco2)n1N	-8	0.98	0	2	10	-3	2	5	0.95
COc1ccc(Cl)cc1NC(=O)CN1C(=O)NC2(CCCC2)C1=O	-11	1	1	4	5	0	-2	1	0.99
N/C(Cc1ccc(Cl)cc1Cl)=N\OC(=O)Cc1ccccc1	-8	1	-11	-1	17	-5	-1	2	0.97
O=C(NCN1CCCCC1)c1cccnc1	-6	1.1	-2	-5	4	-5	-9	0	1
CC(C)CNC(=S)N1CCN(C)CC1	-11	0.9	0	1	7	-2	10	2	0.98
O=C(CN1C(=O)C2CC=CCC2C1=O)NC1=NCCS1 (configuration not stated)	-1	0.98	1	-3	-4	-1	2	-1	1
CN1CCN(C(=O)C2=C[C@@H](C(C)(C)C)C[C@@H](OCc3ccc(CO)cc3)O2)CC1	-7	0.95	0	-2	15	-2	5	1	0.99
COc1ccc(Nc2nnc(SCC(=O)N3CCCC3)s2)cc1	-4	1.1	0	-1	14	-2	-12	-1	1
Cc1ccc(-n2c(SCC(=O)NCc3ccco3)nnc2-c2cccnc2)c(C)c1	-10	1	0	-1	18	3	-2	7	0.93
O=C(CSc1ncnc2sc3c(c12)CCCC3)c1ccccc1	0	1.1	-3	-4	17	3	-10	3	0.97
COc1ccc2c(c1)C(C)CC(C)(C)N2C(=O)CSc1nc2ccccc2s1 (configuration not stated)	0	0.92	0	-3	1	0	8	7	0.93
COc1cc(C)ccc1OCC(=O)NC1CCCCCC1	-5	0.94	4	2	30	0	6	-14	1.1
CN(CCC1CCOCC1)C(=O)C1CCC(=O)N(CCc2ccccc2)C1 (configuration not stated)	-8	1.2	2	-2	17	2	-23	0	0.99
O=C(COc1c(Br)cc(Br)cc1Br)N/N=C/c1ccco1	-6	1.1	2	-4	20	-2	-13	12	0.88
Cn1c(=O)n(C)c2cc(/C=N/n3cnnc3)ccc21	2	0.83	1	0	3	1	17	-12	1.1
COc1ccccc1-c1ccc(SCC(=O)NC2CCCC2)nn1	2	1.1	1	1	8	2	-7	1	0.99
CCc1nnc(NC(=O)C23CC4CC(CC(C4)C2)C3)s1	-9	0.97	2	-3	39	-1	3	1	0.99
COc1ccc(OC)c(NC(=O)CSc2nc3cccnc3n2C)c1	0	0.96	-1	0	14	2	4	-2	1
CCCCC(=O)Nc1cccc(-c2cn3ccsc3n2)c1	-5	1.1	3	-3	5	-2	-5	-1	1
Cn1cccc1/C=C1\SC(=O)N(CC(=O)Nc2ccc(Cl)cc2)C1=O	2	0.87	-7	-3	18	20	13	17	0.83
CC(c1ccccc1)C1C(C#N)=C(N)OC2=C1C(=O)CC(C)(C)C2 (configuration not stated)	-10	1.2	-6	-2	3	-1	-18	3	0.97
CCOc1cc(C2Nc3cccc4cccc(c34)N2)ccc1O	0	1.2	-25	-6	12	1	-22	25	0.75

Screens: PubChem BioAssay, Sanford-Burnham Center for Chemical Genomics
